B2AR arrestin = qHTS assay of beta-arrestin-biased ligands of beta2-adrenergic receptor; beta-arrestin recruitment to beta2AR, cell-based reporter; 330,000 compounds, 0.02% hits; Potency, µM (doses to about 46.1 µM), for the others: at the top dose activation, hits mostly activators; AID 492947, 2010; Beta-2 adrenergic receptor (Homo sapiens), P07550;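 also: potency is read from the fitted curve at half-maximal effect; 0% = DMSO controls and full agonism = EC100 isoproterenol or metaproterenol; nearly all actives have a fitted effect of over 65% in size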
Target sequence (P07550 whole entry, looked up): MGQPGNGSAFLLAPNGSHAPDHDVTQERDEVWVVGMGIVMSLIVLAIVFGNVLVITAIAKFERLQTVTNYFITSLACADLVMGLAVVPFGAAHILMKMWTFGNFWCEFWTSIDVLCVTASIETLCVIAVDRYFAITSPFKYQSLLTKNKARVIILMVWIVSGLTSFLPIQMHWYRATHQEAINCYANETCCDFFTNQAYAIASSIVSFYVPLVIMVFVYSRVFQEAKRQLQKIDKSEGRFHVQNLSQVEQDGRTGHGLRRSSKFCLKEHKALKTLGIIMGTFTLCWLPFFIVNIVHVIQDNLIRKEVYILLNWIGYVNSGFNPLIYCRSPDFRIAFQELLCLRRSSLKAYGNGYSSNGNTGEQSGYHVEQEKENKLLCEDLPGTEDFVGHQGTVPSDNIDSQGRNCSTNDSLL
PTAP TSG101 blk = qHTS Assay for Iinhibitors of HIV-1 Budding by Blocking the Interaction of PTAP/TSG101 | Tumor susceptibility gene 101 protein (Homo sapiens), Q99816 | Fluorescence polarization, FITC-PTAP peptide / Tsg101 binding | Potency, µM (series often up to 115 µM), inactives show top-dose activity change, negative = inhibition, actives largely listed as inhibitors | 340,000 tested, under 10 active | AID 493005, 2010; active = well fitted inhibition curve with a large enough effect in the main read-out, with a control signal flat, not every such curve was filed as active; inconclusive = small, poorly fitted or top-dose-only effect, or effect the other way, or a change in a side signal; inactive = no such curve, though single readings can be large or run the other way; also: potency is read from the fitted curve at half-maximal effect; % of control where 0% means no effect
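Compounds were pin-transferred onto Tsg101 binding domain (10 uM final) in HEPES pH 7.5 buffer, then FITC-PTAP peptide was added at 50 nM final. After 20 min at RT, polarization reported peptide displacement across a qHTS concentration series.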
p53 reactivator = qHTS assay for re-activators of p53 using a Luc reporter | H1299 p53-A138V BP100-luciferase reporter, luminescence, 24 h | Potency, µM (titrated, usually from 92.2 µM), inactives show at the highest dose activity change, positive = activation, most hits filed as activators | 320,000 compounds, 0.063% hits | AID 504706, 2011; also: potency is read from the fitted curve at half-maximal effect; % of control where 0% means no effect; nearly all actives have a fitted effect of over 45% in size
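H1299 (p53-null), stable ts p53-A138V + BP100-Luc; 1000 cells/well, Opti-MEM/10% FBS; cpd 4 pt, 1:5; 24 h, 37 deg C, 5% CO2; detection reagent 10 min RT; luminescence.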
Integrin act MD = qHTS for Activators of Integrin-Mediated Alleviation for Muscular Dystrophy; alpha7betagal myoblasts, beta-gal FDG fluorescence, 48 h; Potency, µM (top dose mostly 38.3 µM), inactives show at the top dose activation, most hits filed as activators; 350,000 compounds, 0.064% hits; AID 624291, 2012;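 also: potency is read from the fitted curve at half-maximal effect; 100% = response of the positive control SU9516; nearly all actives have a fitted effect of over 60% in size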
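alpha7betagal+/- myoblasts (passage 13, 250/well) treated 48 h at 37C with compounds at 1:260 dilution of DMSO stock. Lysed, then beta-galactosidase activity read as FDG fluorescence (ex 480/em 540) after 30 min, with pre-read for autofluorescence.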
BRCA1 expr act = qHTS Assay to Identify Small Molecule Activators of BRCA1 Expression. MCF7-BRCA1-FFLuc reporter, luminescence, 48 h; response scale: scaled: vehicle 0%, 10 µM genistein 100%. 380,000 compounds, 1.1% hits. Potency, µM (doses to about 46.1 µM), without a hit: top-dose activation, most hits filed as activators. AID 624202, 2012; also: potency is read from the fitted curve at half-maximal effect; nearly all actives have a fitted effect of over 80% in size; some results filed as inactive show a strong effect at the top dose
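MCF7-BRCA1-FFLuc, 2000 cells/well; 2 h attach, 37 °C/5% CO2; compound 48 h; luciferase substrate 15 min; luminescence end-point. Norm. to genistein 10 microM max activation and DMSO; concentration-response curves fitted.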
ELG1 genotoxic = qHTS screen for small molecules that induce genotoxicity in human embryonic kidney (HEK293T) cells expressing luciferase-tagged ELG1; HEK293T ELG1-luciferase reporter, luminescence, 16 h; AID 504466, 2011; Potency, µM (titrated, usually from 46 µM), for the others: at the highest dose activity change, positive = activation, usual class: activators; 330,000 compounds, 1.3% hits; also: potency is read from the fitted curve at half-maximal effect; % of control where 0% means no effect; nearly all actives have a fitted effect of over 60% in size
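Luminescence read-out: rising ELG1-luciferase signal, reflecting elevated ELG1 protein under genetic stress, flags genotoxic compounds. Cells were treated for 16 hr at 37 °C before ONE-Glo detection.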
S-ASM inh = Inhibitors of Secretory Acid Sphingomyelinase (S-ASM): qHTS; AID 504937, 2011; placental ASM, HMU-PC fluorogenic substrate, 60 min; Sphingomyelin phosphodiesterase (Homo sapiens), P17405; 340,000 compounds, 0.006% hits; Potency, µM (series often up to 57.5 µM), inactives show top-dose activity change, negative = inhibition, most hits filed as inhibitors; also: potency is read from the fitted curve at half-maximal effect
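Steps: dispense placental human ASM, pin compound, wait 10 min at room temperature, add HMU-PC0 substrate at 9 uM final, incubate 60 min at 37 °C, add stop solution raising pH to 10, read fluorescence.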
TRPV1 agonist = HTS Assay for Compounds that Act as Agonists of the Vanilloid Receptor 1. Transient receptor potential cation channel subfamily V member 1 (Homo sapiens), Q8NER1. TRPV1-expressing cells, Fluo-8 calcium influx, agonist mode. activation, % at 8.33 µM. 320,000 compounds, 0.19% hits; in the data active = activation above about 80%; inconclusive = between about 30% and that limit; also: 0% is about no effect
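Cells expressing TRPV1 were dye-loaded with Fluo-8 and read kinetically: 10 s baseline, 3 min after compound (agonist portion), then 2 min after EC20 capsaicin (allosteric enhancer portion). Calcium-bound dye fluorescence at 480/520 nm.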
USP2a block = qHTS Assay for Inhibitors of Ubiquitin-specific Protease USP2a Using CHOP2 as the Reporter. USP2 core, Ub-CHOP2 coupled fluorogenic reporter, 485/531. Potency, µM (doses to about 38.3 µM), without a hit: top-dose activity change, negative = inhibition, most hits filed as inhibitors. Ubiquitin carboxyl-terminal hydrolase 2 (Homo sapiens), O75604. 330,000 compounds, 0.01% hits;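 also: potency is read from the fitted curve at half-maximal effect; plate controls were DMSO wells for no effect and full inhibition by NEM control for full effect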
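Cell-free coupled assay: 10nM USP2 core preincubated 30min RT with compound in Tris-HCl pH 8.0/CaCl2/CHAPS buffer, then 25nM Ub-CHOP2 and 25nM reporter substrate; fluorescence (Ex 485/Em 531) read after 60min RT, normalized to NEM inhibition, concentration-response curves fitted.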
Eya2 phos inh = qHTS Assay for Inhibitors of the Phosphatase Activity of Eya2; recombinant Eya2, OMFP fluorescence dephosphorylation (OMFP is methylfluorescein phosphate); AID 488837, 2010; Potency, µM (top dose mostly 76.9 µM), without a hit: at the top dose activity, negative = inhibition, hits mostly inhibitors; 330,000 compounds, 0.006% hits; also: potency is read from the fitted curve at half-maximal effect; % is scaled to controls: 0 for no effect and ±100 for the full control effect
Target sequence (O00167 whole entry, looked up): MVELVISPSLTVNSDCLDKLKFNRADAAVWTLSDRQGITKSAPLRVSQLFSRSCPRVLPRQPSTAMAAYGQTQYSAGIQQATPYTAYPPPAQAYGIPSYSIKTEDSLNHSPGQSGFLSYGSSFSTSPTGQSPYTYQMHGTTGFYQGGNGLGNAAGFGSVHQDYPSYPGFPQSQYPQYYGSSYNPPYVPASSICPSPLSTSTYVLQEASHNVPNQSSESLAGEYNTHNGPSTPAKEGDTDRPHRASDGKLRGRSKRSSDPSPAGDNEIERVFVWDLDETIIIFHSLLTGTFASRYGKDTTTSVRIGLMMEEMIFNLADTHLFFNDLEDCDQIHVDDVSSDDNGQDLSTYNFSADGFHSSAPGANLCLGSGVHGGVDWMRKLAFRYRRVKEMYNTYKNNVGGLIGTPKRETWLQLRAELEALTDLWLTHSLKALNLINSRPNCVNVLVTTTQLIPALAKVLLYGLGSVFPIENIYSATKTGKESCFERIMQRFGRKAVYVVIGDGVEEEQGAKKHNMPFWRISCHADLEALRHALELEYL
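Eya2 protein (added as 0.2 uM solution) was preincubated with compound for 10 min at ambient temperature in 50 mM HEPES pH 7.5, 50 mM NaCl, 5 uM MgCl2, 0.05% BSA, 1 mM DTT. OMFP (added at 50 uM) then reacted 10 min; fluorescence read at 485/525 nm.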
uPA generation = qHTS for Inhibitors of Cell Surface uPA Generation; 330,000 compounds, 0.31% hits; Potency, µM (series often up to 38.3 µM), for inactives: at the highest dose activity change, negative = inhibition, hits mostly inhibitors; cell surface uPA generation assay, qHTS; active = well fitted inhibition curve with a large enough effect; inconclusive = small, poorly fitted or top-dose-only effect; inactive = no such curve, though single readings can be large or run the other way; tested in mouse RAW 264.7 cells; also: potency is read from the fitted curve at half-maximal effect; % is scaled to controls: 0 for no effect and ±100 for the full control effect; nearly all actives have a fitted effect of over 55% in size
* marks the source's active call; other numbers are inactive results; i = inactive; ? = inconclusive; / = not tested or not shown. Unless noted, calls follow the shape of the dose curve; as a rule, active = well fitted curve in the direction sought with a large enough effect; inconclusive = small, poorly fitted or top-dose-only effect, or another doubt; inactive = no such curve, though single readings can be large; an effect the other way counts as inactive or inconclusive. An unsorted share of the library; any-hit rate near 2.6%.

1. COC(=O)c1cc2occc2n1CC(=O)Nc1ccc(C)cc1C
2. O=C(Nc1ccccc1N1CCN(C(=O)c2ccccc2)CC1)c1cc2ccccc2o1
3. O=S(=O)(c1ccccc1Br)N(CC(O)COCc1ccccc1)C1CC1 (stereo unspecified)
4. Fc1ccc(NC(=S)N2CCCC2)cc1
5. O=C(/C=C/c1ccc(F)cc1)Nc1ccc(S(=O)(=O)N2CCOCC2)cc1
6. CS(=O)(=O)Nc1ccc(C(=O)NCCSc2ccc(Cl)cc2)cc1
7. CC1CN(C(=O)CCc2ccccc2)C(C)CN1C(=O)CCc1ccccc1 (stereo unspecified)
8. O=C(CN1CCN(c2ccccn2)CC1)Nc1cccc(Br)c1

screen / no.,1,2,3,4,5,6,7,8
ELG1 genotoxic,1%,-15%,1%,/,-8%,-4%,-2%,0%
TRPV1 agonist,4,?,/,/,?,24,-2,3
Eya2 phos inh,-12%,14%,-7%,/,9%,-20%,-11%,?
USP2a block,-1%,2%,-1%,/,0%,-4%,-1%,0%
uPA generation,3%,0%,0%,1%,-2%,-7%,0%,-4%
p53 reactivator,-4%,-16%,4%,/,13%,-16%,13%,0%
PTAP TSG101 blk,-3%,-2%,-2%,-1%,-1%,-7%,-10%,0%
BRCA1 expr act,-20%,-45%,-1%,-7%,-15%,0%,-9%,-17%
B2AR arrestin,0.3%,-2.1%,0.5%,/,-1.0%,0.1%,-0.5%,0.3%
Integrin act MD,1%,-12%,-13%,26%,-14%,-21%,38%,0%
S-ASM inh,-1%,-2%,-5%,7%,-14%,-3%,3%,-3%

3 records picked at random from those above:
7. CC1CN(C(=O)CCc2ccccc2)C(C)CN1C(=O)CCc1ccccc1 (stereo unspecified)
8. O=C(CN1CCN(c2ccccn2)CC1)Nc1cccc(Br)c1
3. O=S(=O)(c1ccccc1Br)N(CC(O)COCc1ccccc1)C1CC1 (stereo unspecified)

screen / no.,7,8,3
ELG1 genotoxic,-2%,0%,1%
TRPV1 agonist,-2,3,/
Eya2 phos inh,-11%,?,-7%
USP2a block,-1%,0%,-1%
uPA generation,0%,-4%,0%
p53 reactivator,13%,0%,4%
PTAP TSG101 blk,-10%,0%,-2%
BRCA1 expr act,-9%,-17%,-1%
B2AR arrestin,-0.5%,0.3%,0.5%
Integrin act MD,38%,0%,-13%
S-ASM inh,3%,-3%,-5%

The results go on:
9. O=C1CN(C(=O)c2cc(F)cc(F)c2)c2ccccc2N1
10. CSc1ncccc1C(=O)N(C)CC(=O)Nc1ccc(Cl)c(C(F)(F)F)c1
11. O=C(CCc1nc2ccccc2[nH]c1=O)N/N=C/c1ccccc1
12. CC(C)(C)C(=O)Nc1cc(C(F)(F)F)ccc1-n1ccnc1
13. Cc1ccccc1C1NC(=S)NC2=C1C(=O)CC(C)(C)C2 (stereo unspecified)
14. CC(=O)Oc1ccc(C2=NN(c3ccccc3)C(c3ccccc3)C2)cc1 (stereo unspecified)
15. COc1cccc(C2Cc3ccccc3C(=O)O2)c1 (stereo unspecified)
16. O=C(Nc1cccc(-n2cnnn2)c1)c1ccc(Cl)cc1Cl

screen / no.,9,10,11,12,13,14,15,16
ELG1 genotoxic,1%,-1%,4%,0%,-11%,3%,1%,-2%
TRPV1 agonist,-1,-1,-1,-4,-2,2,4,?
Eya2 phos inh,-6%,14%,2%,2%,-1%,1%,4%,?
USP2a block,1%,2%,3%,3%,1%,0%,3%,0%
uPA generation,-1%,5%,1%,-5%,6%,?,-3%,-6%
p53 reactivator,4%,3%,10%,0%,-3%,-1%,4%,0%
PTAP TSG101 blk,-3%,-1%,1%,0%,-4%,1%,1%,-3%
BRCA1 expr act,-19%,-17%,30%,-23%,3%,-58%,35%,0%
B2AR arrestin,0.5%,-0.2%,0.0%,0.2%,-0.3%,-0.2%,-0.3%,-0.1%
Integrin act MD,-7%,-31%,21%,11%,4%,-1%,7%,-26%
S-ASM inh,15%,-3%,9%,-1%,0%,i,4%,-1%

17. CSCCC(NC(=O)c1ccccc1Cl)C(=O)N1CCCC(C)C1 (stereo unspecified)
18. Cc1ccc(C)c(OCC(=O)Nc2ccncc2)c1
19. O=C(NCCN1C(=O)S/C(=C\c2cccnc2)C1=O)c1cccc(OC(F)F)c1
20. COCC(C)NC(=O)C(C)Oc1ccccc1 (stereo unspecified)
21. CCc1nnc(NC(=O)[C@@H]2CCCN2S(=O)(=O)c2ccc3c(c2)OCCO3)s1
22. Cc1noc(C)c1C(=O)OCC(=O)Nc1ccccc1C(=O)NC(C)c1ccccc1 (stereo unspecified)
23. CC1(C)CC(=O)C(C(=O)CCCCC(=O)C2C(=O)CC(C)(C)CC2=O)C(=O)C1
24. Cc1cccc(NC(=O)c2cnc3ccccn3c2=O)c1

screen / no.,17,18,19,20,21,22,23,24
ELG1 genotoxic,/,-4%,-2%,-1%,0%,-1%,-7%,0.41µM*
TRPV1 agonist,/,22,-4,2,-1,6,6,6
Eya2 phos inh,/,9%,0%,-2%,-16%,1%,8%,9%
USP2a block,/,0%,0%,5%,3%,1%,3%,3%
uPA generation,6%,-13%,-1%,-2%,-8%,11%,/,?
p53 reactivator,/,/,4%,4%,-1%,-2%,-1%,18%
PTAP TSG101 blk,-3%,-9%,-2%,-3%,-2%,-6%,-1%,-11%
BRCA1 expr act,-10%,1%,2%,-14%,-14%,-43%,-16%,?
B2AR arrestin,/,-0.1%,-2.8%,-0.3%,-0.4%,-0.5%,0.1%,0.2%
Integrin act MD,-2%,0%,16%,22%,28%,-24%,7%,21%
S-ASM inh,9%,5%,3%,4%,-1%,-1%,0%,-3%

25. CCOC(=O)C1=C(COC(=O)CNC(=O)c2ccc(C(C)(C)C)cc2)NC(=O)NC1C (stereo unspecified)
26. O=C(c1ccccc1)c1ccc(O)cc1O
27. O=C(N/N=C/c1ccc(COc2ccc(Br)cc2)o1)c1ccco1
28. COC(=O)C1=C(C)N(Cc2ccccc2)C(=O)N[C@H]1c1ccccc1
29. CCc1nn(C)c(N)c1C
30. Oc1c(Br)cc(Br)cc1/C=N/c1nccs1
31. Fc1ccc(CSc2nsc(SCc3ccc(F)cc3)n2)cc1
32. O=C(O)CCN1C(=O)c2ccccc2Sc2ncccc21
33. O=C(Nc1ccc(F)c(Cl)c1)c1ccccc1
34. COCCNC(=O)c1nn(-c2cc(OC)cc(OC)c2)c(=O)c2ccccc12
35. Nc1cc(=O)[nH]c(SCC(=O)Nc2ccccc2Sc2ccc(Cl)cc2)n1

screen / no.,25,26,27,28,29,30,31,32,33,34,35
ELG1 genotoxic,5%,2%,2%,2%,-1%,-5%,-3%,0%,12µM*,-1%,-3%
TRPV1 agonist,-1,9,-2,-1,-1,3,4,-2,2,2,-2
Eya2 phos inh,1%,30%,-8%,11%,12%,4%,-38%,-4%,6%,-5%,-4%
USP2a block,-2%,?,3%,4%,4%,1%,0%,6%,0%,2%,0%
uPA generation,-15%,-5%,-5%,2%,-1%,-1%,7%,9%,-14%,-1%,0%
p53 reactivator,7%,7%,16%,-8%,-1%,7%,-2%,2%,28%,1%,-1%
PTAP TSG101 blk,-3%,?,-1%,-3%,-1%,-13%,-2%,-2%,1%,1%,-2%
BRCA1 expr act,25%,23%,77%,-27%,9%,-66%,2%,-12%,?,-1%,-44%
B2AR arrestin,-0.1%,-0.1%,0.0%,-1.1%,-1.0%,-0.2%,-0.1%,-0.1%,-0.2%,0.4%,-0.1%
Integrin act MD,10%,?,-26%,17%,-23%,-37%,29%,16%,-7%,13%,-15%
S-ASM inh,-2%,0%,-17%,-5%,3%,5%,-2%,2%,0%,4%,-2%

Screens as filed in PubChem.
